Screening results deposited in PubChem BioAssay by The Scripps Research Institute Molecular Screening Center.
pPAFAH inh: pPAFAH (human) enzyme inhibition; recombinant pPAFAH, FP-rhodamine probe fluorescence polarization; inhibition, % at 3.39 µM; actives 1.5% (n = 330,000);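 active means inhibition above the mean inhibition across the screen plus 3 SD, cut at about 25% in these data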;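 further: inhibitors block binding of the rhodamine activity-based probe so polarization drops; 0% = enzyme with DMSO and 100% = wells lacking pPAFAH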
LYPLA1 inh: counter-screen for PME1 inhibitors: inhibitors of human LYPLA1; recombinant LYPLA1, FP-Rh probe fluorescence polarization; inhibition, % at 5.9 µM; actives 0.16% (n = 320,000); AID 2174;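 active means inhibition above the mean of all tested compounds plus 3 SD, set per campaign, cut at about 14% in these data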;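 further: inhibitors block serine hydrolase probe labeling of LYPLA1 so polarization falls; 0% = enzyme with DMSO and 100% = wells lacking LYPLA1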
Target sequence (O75608 whole entry, looked up): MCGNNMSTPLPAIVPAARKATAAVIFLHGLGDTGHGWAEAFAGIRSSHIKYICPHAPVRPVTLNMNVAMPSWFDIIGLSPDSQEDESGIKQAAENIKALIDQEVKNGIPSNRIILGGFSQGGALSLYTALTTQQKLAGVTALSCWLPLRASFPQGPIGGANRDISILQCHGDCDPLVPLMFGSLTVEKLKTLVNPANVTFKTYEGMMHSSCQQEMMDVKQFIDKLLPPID
PME-1 primary: blocks human protein phosphatase methylesterase 1; inhibition, % at 5.9 µM; AID 2130; recombinant PME-1, FP-Rh probe fluorescence polarization; actives 0.53% (n = 320,000);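 active means inhibition above the campaign mean of all compounds plus 3 SD, cut at about 26% in these data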;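 further: competitive labeling of PME-1 active site by serine hydrolase directed probe; 0% = PME-1 with DMSO and 100% = wells lacking PME-1 enzyme; inhibitors block probe labeling so polarization falls and inhibition rises; many of its hits are not listed in these tables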
PAFAH1B2 inh: PAFAH1B2 (human) inhibition; P68402; recombinant PAFAH1B2, FP-rhodamine activity probe, fluorescence polarization; inhibition, % at 3.39 µM; actives 1.2% (n = 340,000); AID 492953;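 active means inhibition above the mean of all tested compounds plus 3 SD, cut at about 24% in these data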;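 further: 0% = enzyme with DMSO and 100% = wells lacking PAFAH1B2; many of its hits are not listed in these tables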
Target sequence (P68402 whole entry, looked up): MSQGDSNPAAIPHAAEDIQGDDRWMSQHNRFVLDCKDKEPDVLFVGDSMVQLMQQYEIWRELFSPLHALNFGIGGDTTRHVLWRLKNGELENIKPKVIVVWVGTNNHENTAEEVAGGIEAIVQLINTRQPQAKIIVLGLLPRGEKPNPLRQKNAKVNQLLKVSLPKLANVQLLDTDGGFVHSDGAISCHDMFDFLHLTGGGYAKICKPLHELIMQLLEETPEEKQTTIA
Fam108B counter: counter-screen for RBBP9 inhibitors: inhibitors of mouse Fam108B. inhibition, % at 9.51 µM. actives 0.33% (n = 300,000). AID 1947. recombinant Fam108B, FP-Rh probe fluorescence polarization;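 active means inhibition above the screen mean inhibition plus 3 SD, computed separately per campaign, cut at about 18% in these data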;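 further: inhibitors lower polarization as less probe binds the enzyme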
GSTO1 inh: counter-screen for RBBP9 inhibitors: inhibitors of human GSTO1; P78417; recombinant GSTO1, activity-based probe fluorescence polarization; inhibition, % at 5.96 µM; actives 1.1% (n = 300,000); AID 1974;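 active means inhibition above the campaign mean inhibition plus 3 SD, cut at about 35% in these data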;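 further: 0% = GSTO1-1 with DMSO and 100% = wells lacking GSTO1-1 enzyme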
Target sequence (P78417 whole entry, looked up): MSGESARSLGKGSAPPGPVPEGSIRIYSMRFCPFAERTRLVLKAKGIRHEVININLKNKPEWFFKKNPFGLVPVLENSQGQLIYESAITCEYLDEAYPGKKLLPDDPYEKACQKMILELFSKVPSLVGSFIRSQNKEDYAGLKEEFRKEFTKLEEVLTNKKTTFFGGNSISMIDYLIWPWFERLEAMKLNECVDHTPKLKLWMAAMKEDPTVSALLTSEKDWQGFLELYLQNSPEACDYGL
PAFAH2 inh: PAFAH2 (human) inhibition; inhibition, % at 3.39 µM; recombinant PAFAH2, FP-rhodamine activity probe, fluorescence polarization; Q99487; actives 0.99% (n = 340,000);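 active means inhibition above the mean over all tested compounds plus 3 SD, cut at about 30% in these data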;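 further: inhibitors block probe labeling of enzyme so polarization drops; 0% = enzyme with DMSO and 100% = wells lacking PAFAH2 protein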
PAD4 FP inh: inhibitors of human PAD4 | inhibition, % at 6.36 µM | recombinant PAD4, RCA probe fluorescence polarization | actives 0.41% (n = 330,000) | Q9UM07;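 active means percent inhibition above a cutoff equal to the mean of all tested compounds plus 3 SD, cut at about 15% in these data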;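 further: 0% = PAD4 with RCA probe and DMSO and 100% = probe without PAD4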
PAFAH1B3 FP inh: inhibitors of human PAFAH1B3 | actives 0.28% (n = 340,000) | Q15102 | inhibition, % at 3.39 µM | recombinant PAFAH1B3, FP-rhodamine probe, fluorescence polarization;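 active means inhibition above the screen-wide average of all tested compounds plus 3 SD, cut at about 25% in these data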;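 further: 0% = enzyme with DMSO only and 100% = wells lacking PAFAH1B3 protein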
Target sequence (Q15102 whole entry, looked up): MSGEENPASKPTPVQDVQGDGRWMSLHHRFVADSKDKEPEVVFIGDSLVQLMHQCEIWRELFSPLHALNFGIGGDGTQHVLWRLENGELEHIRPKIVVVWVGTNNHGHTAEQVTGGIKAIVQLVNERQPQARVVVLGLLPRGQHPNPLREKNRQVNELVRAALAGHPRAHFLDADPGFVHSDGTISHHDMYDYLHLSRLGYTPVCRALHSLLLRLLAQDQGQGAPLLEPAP
Numbers without * were called inactive; x = not tested or not shown.

Screens in order – PAD4 FP inh, Fam108B counter, GSTO1 inh, LYPLA1 inh, PAFAH1B3 FP inh, PAFAH1B2 inh, PAFAH2 inh, PME-1 primary, pPAFAH inh
1. CCn1c(C)nc2cc(C(=O)NNC(=O)[C@@H](NC(=O)c3cc(OC)cc(OC)c3)C(C)C)ccc21
 : -10, x, x, x, 9, 3, 5, x, -2
2. CCOC(=O)COc1nc(C)cc(C(F)(F)F)c1C#N
 : -4, -2, 5, 0, x, x, x, 1, -5
3. CCOc1cccc(OCCOCCOc2ccccc2C(C)=O)c1
 : -4, -2, 3, -7, 4, 0, 3, -6, -1
4. CC(C)(C)c1ccc(C(=O)NCc2ccccc2)cc1
 : 3, 1, 9, -4, 13, 0, 4, 1, 7
5. CCOC(=O)NC(=O)/C(C#N)=N\Nc1ccc(Cl)cc1
 : -4, 3, 4, 6, 6, -1, 8, 5, 2
6. O=C(COc1ccc(F)cc1)c1ccc2c(c1)CCCC2
 : 0, 7, 2, -1, 3, 1, 0, 4, 8
7. COc1ccc(C(=O)N2CCN(C)C(=O)[C@@H]2C)cc1OC1CCN(C(C)C)CC1
 : 2, 6, -1, 0, 8, 4, 4, -4, 1
8. O=C(Nn1cnnc1)c1ccc(Cl)c([N+](=O)[O-])c1
 : 0, -1, -1, -1, 2, -2, -2, -7, 0
9. COc1cccc(/C=N/NC(=O)C(C)Cn2cnc3ccccc32)c1 (stereo not drawn)
 : 0, -1, 5, 1, x, x, x, -2, 5
10. CCOc1ccc(C(=O)CCC(=O)N2CCN(c3ncccn3)CC2)cc1
 : -8, 5, -1, 7, 9, 0, 10, -7, 0
11. O=[N+]([O-])c1ccc(S(=O)(=O)NNC(=S)NCCc2ccccc2)cc1
 : 1, 0, 17, -1, 6, 42*, 2, 2, 7
12. O=[N+]([O-])c1cc(S(=O)(=O)N2CCCCC2)ccc1NCCCN1CCOCC1
 : -1, 0, 9, -2, -4, 3, -1, -10, 4
13. COc1cc(C2NC(=O)NC(C)=C2C(=O)OC2CCCCC2)cc(Cl)c1O (stereo not drawn)
 : 3, 3, -36, 4, 5, 10, 2, -4, -2
14. COc1ccc(S(=O)(=O)NCC(=O)NCc2cc(=O)n(C)c(=O)n2C)cc1
 : -5, 0, -3, -7, 1, -3, -3, 0, -4
15. COc1ccc(C(=O)Nc2nncs2)c(OC)c1
 : 5, -3, 0, 1, 11, 14, 3, -3, 9

Full records, quoted from the list. Screens in order: PAD4 FP inh | Fam108B counter | GSTO1 inh | LYPLA1 inh | PAFAH1B3 FP inh | PAFAH1B2 inh | PAFAH2 inh | PME-1 primary | pPAFAH inh
COc1cc(C2NC(=O)NC(C)=C2C(=O)OC2CCCCC2)cc(Cl)c1O (stereo not drawn) is listed with 3 | 3 | -36 | 4 | 5 | 10 | 2 | -4 | -2
COc1ccc(S(=O)(=O)NCC(=O)NCc2cc(=O)n(C)c(=O)n2C)cc1 is listed with -5 | 0 | -3 | -7 | 1 | -3 | -3 | 0 | -4

Next entries.
Screens in order – PAD4 FP inh, Fam108B counter, GSTO1 inh, LYPLA1 inh, PAFAH1B3 FP inh, PAFAH1B2 inh, PAFAH2 inh, PME-1 primary, pPAFAH inh
16. COCCn1c(SCC(=O)Nc2cccc(OC)c2)nc2c(oc3ccccc32)c1=O
 : -4, 0, -2, -1, 1, 2, 0, 1, 3
17. Cc1ccc(NC(=O)Cc2ccsc2)cc1S(=O)(=O)N1CCOCC1
 : -1, x, x, x, 5, 4, 3, x, 3
18. Cc1cc(C(=O)COC(=O)CC(NC(N)=O)c2ccc(Cl)cc2)c(C)n1C (stereo not drawn)
 : 1, x, x, x, 10, 0, 15, x, 7
19. Cc1cc(Nc2ccc3c(c2)OCCO3)c2cccc(C)c2n1
 : 2, 0, 3, 3, 3, 4, 1, -7, 3
20. COC(=O)C1(O)CC(CC(C)C)=NN1C(=O)c1ccccc1 (stereo not drawn)
 : -2, -2, 7, 4, -1, 1, 7, -2, 2
21. N/C(=N\OC(=O)COc1ccccc1Cl)c1ccccn1
 : 1, -2, -2, 1, 4, 3, 4, -3, 5
22. CCOc1ccc(N2C(=O)CC(N3CCN(c4ccccc4OC)CC3)C2=O)cc1 (stereo not drawn)
 : -1, 1, 0, 1, 6, 7, -7, -10, 1
23. Cc1ccccc1CN1CCN(CCCc2ccccc2)C(CCO)C1 (stereo not drawn)
 : 1, 0, -6, -1, 2, 3, 6, -11, 6
24. Cc1cccc(OCC(=O)NC(=S)Nc2ccc(S(=O)(=O)NC3CCCCC3)cc2)c1
 : -3, -4, 2, -25, 5, 5, 8, -6, 8
25. COCCNC(=O)/C(C#N)=C/c1cc(C(C)C)c(OC)cc1C
 : -3, -3, -3, -1, 5, 0, -7, 7, 20
26. O=S(=O)(c1ccccc1)c1nc(-c2cccc(Cl)c2)oc1N1CCOCC1
 : 0, -4, -10, 4, 0, -7, -5, 7, 2
27. Cc1ccc(S(=O)(=O)NCCC(=O)Nc2cccc(S(=O)(=O)N3CCCC3)c2)cc1C
 : 1, x, x, x, 1, -3, -2, x, -1
28. O=C(COC(=O)CNC(=O)c1ccccc1)Nc1nnc(-c2ccccc2)o1
 : -2, 3, 9, 2, 8, 9, -4, 0, 6
29. CCOc1ccc(S(=O)(=O)Nc2nc3cc(OC)ccc3s2)cc1
 : 2, -3, 8, 0, 13, 7, 3, -11, 2
30. CCn1c2ccccc2c2cc(NC(=O)COc3ccccc3)ccc21
 : -1, 6, 3, -3, 4, 3, -10, 6, 15
31. O=C(O)COc1ccc2oc3c(c2c1)CCCC3
 : -2, 4, 0, 1, 6, 1, 2, 4, 2
32. Cc1ccc(NC(=O)CCCCCN2C(=O)c3ccccc3C2=O)nc1
 : -1, 1, 0, 1, 5, 0, -3, 7, 7
33. C[C@H](CO)N1C[C@H](C)[C@@H](CN(C)S(=O)(=O)c2cn(C)cn2)Oc2ccc(NC(=O)NC3CCCCC3)cc2C1=O
 : 1, x, x, x, 7, 5, -5, x, 7
34. CC(C)CCOC(=O)/C(=C/c1ccco1)NC(=O)/C=C/c1ccccc1
 : -2, -1, -4, -2, 5, 5, 16, 5, 8
35. CC(C)=CCC/C(C)=C/CC/C(C)=C/COc1ccc2ccc(=O)oc2c1
 : 1, x, x, x, 5, 9, -5, x, 6
36. Cn1c(/C=C/c2cccc([N+](=O)[O-])c2)c([N+](=O)[O-])c(=O)n(C)c1=O
 : 4, 1, 5, -2, -4, 4, 0, 2, -2
37. C=CCc1ccccc1OCC(=O)N/N=C/c1ccc(OC(C)=O)cc1OC(C)=O
 : 3, 2, -1, -2, 12, 3, -15, 11, 4
38. O=C1COc2ccc(C(=O)COC(=O)COc3ccccc3[N+](=O)[O-])cc2N1
 : 1, -1, -7, 2, 5, 3, 10, 2, 3
39. CCCCn1c(N)c(N(CCC(C)C)C(=O)c2oc3ccc(OCC)cc3c2C)c(=O)[nH]c1=O
 : 2, 2, 5, -2, 1, 7, 6, -7, 4
40. CCC/C(=N\NC(=O)C1CCCC1)c1ccccc1
 : -6, 1, 0, -1, 0, 5, 4, -5, -2
41. CCC1CN(C(=O)N2CCC(C(=O)NCCc3ccccc3OC)CC2)c2ccccc2O1 (stereo not drawn)
 : 0, -1, 9, -1, 4, 6, 7, -2, 2
42. CNC(=O)C1=C(C)NC(=S)NC1c1cccs1 (stereo not drawn)
 : -2, 5, 17, -1, 7, 6, 0, 0, 6
43. O=C(C(=O)N1CCCC1)c1c(-c2ccccc2)[nH]c2ccccc12
 : -1, 5, 1, -1, 3, 4, -5, 2, 2
44. COC(=O)CCC(=O)NNC(=O)c1ccc(Br)cc1
 : -1, -1, -4, -3, 4, -2, -6, -2, -1
45. COc1ccc(Cc2nnc(NC(=O)C3CC(=O)N(c4ccc(OC)cc4)C3)s2)cc1 (stereo not drawn)
 : -4, 1, 1, 0, 3, 4, 5, -2, 11
46. Cn1c(NC(=O)CCC2CCCCC2)cc(=O)n(C)c1=O
 : 2, 0, -4, -3, 0, 2, 10, -2, -5
47. Cc1cccc(NC(=S)NCc2ccc(F)cc2)c1
 : 1, -2, 3, -1, 5, 4, 3, 2, 0
48. CCn1c(=O)cc(SCC(=O)N2CCN(C3CCCCC3)CC2)c2ccccc21
 : -1, 1, -4, -4, -10, -4, 0, -5, 3
49. Cc1ccc(S(=O)(=O)N2C[C@@H]3[C@H]4CC[C@H](C4)[C@@H]3[C@@H](C)[C@@H]2c2cn(Cc3ccccc3)c3ccc(F)cc23)cc1
 : 2, x, x, x, 2, 3, 1, x, 3
50. CCOC(=O)C1CCN(Cc2cc(=O)oc3cc(C)ccc23)CC1
 : 2, 3, 0, 1, 5, -2, 1, -6, 3
51. O=C(COc1coc(CN2CCc3ccccc3C2)cc1=O)Nc1ccc(F)cc1F
 : 1, 1, 6, 1, 4, 2, 4, -4, 0
52. COc1ccc(OCCNC(=O)c2ccccc2Cl)cc1
 : 1, 1, 7, 1, 11, 6, 4, -5, -7
53. O=C(/C=C/c1cccc(F)c1)Nc1cc(S(=O)(=O)N2CCOCC2)ccc1N1CCCC1
 : -3, 4, 1, 1, 5, 11, -3, -1, 0
54. CCN(CC)C(=O)[C@H]1C[C@H](CC(=O)NCCCn2ccnc2)C(=O)N2CCc3c([nH]c4cc(CCC(=O)N(C)C)ccc34)[C@]12C
 : 5, x, x, x, 8, -1, -8, x, 1
55. Cc1ccc(NC(=O)CSc2ncccn2)c([N+](=O)[O-])c1
 : -9, 2, 6, -1, 6, 0, 6, 0, 1
56. CCCNC(=O)C(Cc1ccccc1)NC(=O)c1ccc(C(C)(C)C)cc1 (stereo not drawn)
 : -2, x, x, -3, 4, 7, 9, -2, -4
57. Cc1cc([N+](=O)[O-])ccc1NC(=S)NC1CCCC1
 : -3, 0, 1, 1, 0, 4, -7, -2, 4
58. CC1=NC(C)(C)Cc2cc(C)c(C)cc21
 : -3, -1, 10, 2, 0, 5, -3, -1, -3
59. COc1ccc(NC(=O)CN2CCN(S(=O)(=O)c3ccc(C(C)C)cc3)CC2)cc1OC
 : -1, 3, 8, 4, 11, 2, 2, 13, 5
60. CCN1CCN(C(=O)c2ccc(CSc3ccc(C)cc3)cc2)CC1
 : -2, -3, 4, 2, 6, 40*, 12, -5, 4
61. CCN(CC(=O)Nc1ccc(N2CCOCC2)cc1)C(=O)c1ccc(C#N)cc1
 : -2, 0, 5, 3, 3, 0, 2, -3, 4
62. O=C(Nc1ccccc1C(=O)O)C1=NN=CC1
 : 0, -1, -2, 3, 2, 6, -2, -5, 0
63. CC(NC(=O)Nc1nnc(C(F)(F)F)s1)(C(F)(F)F)C(F)(F)F
 : -3, 6, -10, -2, 2, 15, 3, 3, 2
64. CC(=O)CCc1c[nH]c2c(C(=O)O)cccc12
 : -2, 1, 8, 0, -8, 7, -7, -2, 2

Not all compounds are listed; rates above refer to the full screens.
